Pf growth 48h: P. falciparum growth inhibition at 48 hours (one generation); Potency, µM (doses to about 28.7 µM), for the others: at the highest dose activity change, negative = inhibition, actives largely listed as inhibitors; actives 5.9% (n = 310,000); AID 504832; P. falciparum luciferase growth in erythrocytes, 48 h; also: potency is read from the fitted curve at half-maximal effect; % is scaled to controls: 0 for no effect and ±100 for the full control effect
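Erythrocytes infected with P. falciparum carrying an integrated firefly luciferase reporter (2% hematocrit, 0.1% parasitemia final) were exposed to compounds in RPMI 1640 with 0.5% Albumax at 37 C, 5% CO2. Growth inhibition was scored as reduced luminescence.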
CHX counter: affects cycloheximide protein synthesis inhibition readout, counter-screen | cell reporter, cycloheximide protein synthesis inhibition counterscreen | max response, % | actives 12% (n = 300,000) | AID 2314; in the data active = max response mostly above about 13%, no sharp cut-off; inactive = mostly below about 14%; also: read at 38.3 µM for the half of the compounds with a filed dose; 0% is about no effect
Sm TGR inh: S. mansoni TGR enzyme inhibition | Q962Y6 | purified TGR, DTNB reduction, TNB absorbance 405 nm | Potency, µM (top dose mostly 114 µM), inactives show at the top dose activity change, negative = inhibition, hits mostly inhibitors | actives 3% (n = 360,000) | AID 485364; also: potency is read from the fitted curve at half-maximal effect; % is scaled to controls: 0 for no effect and ±100 for the full control effect; nearly all actives have a fitted effect of over 60% in size
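First, TGR (20 nM dispensed) and NADPH were mixed with compound. Second, a 15 min room-temperature incubation followed. Third, further NADPH and then DTNB were added to start the reaction. Finally, TNB absorbance was monitored kinetically.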
FBPA Giardia inh: Giardia lamblia aldolase inhibition; AID 2451; Potency, µM (top dose mostly 59.6 µM), for the others: top-dose activity, negative = inhibition, most hits filed as inhibitors; purified Giardia FBPA; actives 0.71% (n = 290,000); also: potency is read from the fitted curve at half-maximal effect; % is scaled to controls: 0 for no effect and ±100 for the full control effect; nearly all actives have a fitted effect of over 55% in size
Target sequence (A8B2U2 whole entry, looked up): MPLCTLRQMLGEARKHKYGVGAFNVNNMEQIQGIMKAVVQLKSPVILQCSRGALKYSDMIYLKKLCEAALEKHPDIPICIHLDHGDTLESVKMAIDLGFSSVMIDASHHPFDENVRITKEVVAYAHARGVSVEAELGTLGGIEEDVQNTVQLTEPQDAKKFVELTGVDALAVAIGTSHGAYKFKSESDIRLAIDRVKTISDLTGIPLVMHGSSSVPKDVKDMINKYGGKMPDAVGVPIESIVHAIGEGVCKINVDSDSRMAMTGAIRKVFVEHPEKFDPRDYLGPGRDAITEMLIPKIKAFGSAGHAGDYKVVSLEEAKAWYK
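40 nM FBPA preincubated 10 min at RT with compound (up to 57.5 uM final), then substrate plus GAPDH/TPI/NAD/arsenate coupling and diaphorase/resazurin added. Fluorescence read after 20 min at RT, 525/598 nm.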
Pf growth 96h: P. falciparum growth inhibition at 96 hours; actives 6.9% (n = 320,000); AID 504834; P. falciparum luciferase reporter growth, 96 h; Potency, µM (highest dose often 28.7 µM), for the others: at the top dose activity change, negative = inhibition, hits mostly inhibitors; also: potency is read from the fitted curve at half-maximal effect; % is scaled to controls: 0 for no effect and ±100 for the full control effect
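P. falciparum expressing integrated firefly luciferase, in erythrocytes at 2% hematocrit, 0.05% parasitemia, incubated with compounds 96 h at 37 C, 5% CO2. Growth inhibition read as loss of luminescence; two-generation exposure targets delayed-death apicoplast inhibitors.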
Shiga toxin inh: inhibitors of Shiga toxin in Vero cells. actives 9.2% (n = 290,000). inhibition, % at 38.7 µM. AID 2315. Vero cells, Shiga toxin protein synthesis inhibition reporter; in the data active = inhibition mostly above about 28%, no sharp cut-off; inactive = mostly below about 43%; also: 0% is about no effect
Numbers without * were called inactive; [ ] = another dose, or the depositor's remark. Unless noted, calls follow the shape of the dose curve; as a rule, active = well fitted curve in the direction sought with a large enough effect; inconclusive = small, poorly fitted or top-dose-only effect, or another doubt; inactive = no such curve, though single readings can be large; an effect the other way counts as inactive or inconclusive.

`COc1cccc(CNC(=O)N2CCN(S(=O)(=O)c3ccc(C)cc3)CC2)c1` gave Pf growth 48h -3.4%, CHX counter 2.0, Sm TGR inh -5.7%, FBPA Giardia inh 11.4%, Pf growth 96h -18.9% and Shiga toxin inh -4.5.
Screening COc1ccc(C(NC(C)=O)c2ccc3cccnc3c2O)c(OC)c1 (stereo unspecified) returned Pf growth 48h 1.65µM*, CHX counter -4.3, Sm TGR inh -6.1%, FBPA Giardia inh inconclusive, Pf growth 96h 3.29µM* and Shiga toxin inh -8.8.
For Cc1ccc(Cl)cc1NC(=O)C1CCCCC1C(=O)O (stereo unspecified) the results were Pf growth 48h -4.3%, CHX counter -1.7, FBPA Giardia inh 2.8%, Pf growth 96h -7.6%[5.75 µM] and Shiga toxin inh 13.5.
Screening O=C(CCN1CCN(S(=O)(=O)c2ccc(F)cc2)CC1)Nc1ccccc1F returned Pf growth 48h 5.7%, CHX counter -1.6, Sm TGR inh -11.4%, Pf growth 96h -5.3% and Shiga toxin inh -1.6.
For COc1ccc(NC(=O)/C=C/C(=O)O)c([N+](=O)[O-])c1 the results were Pf growth 48h -16.7%, CHX counter 10.1, Sm TGR inh inconclusive, FBPA Giardia inh 4.6%, Pf growth 96h 0.0% and Shiga toxin inh 10.4.
CCOC(=O)c1sc(-c2ccccc2)cc1NC(=O)CSc1nnnn1C was read as Pf growth 48h inconclusive, CHX counter -2.7, Sm TGR inh -6.0%, FBPA Giardia inh 2.7%, Pf growth 96h inconclusive and Shiga toxin inh -7.7.
Screening CC(=O)Nc1cccc(Cn2cccn2)c1 returned Pf growth 48h 5.9%, CHX counter -0.7, Sm TGR inh -0.7%, FBPA Giardia inh -3.3%, Pf growth 96h 13.1µM* and Shiga toxin inh 5.8.
CCOc1ccc(N2CC(C(=O)NCCc3c[nH]c4ccc(C)cc34)CC2=O)cc1 (stereo unspecified) was read as Pf growth 48h -16.9%, CHX counter -5.6, Sm TGR inh -18.3%, FBPA Giardia inh -13.5%, Pf growth 96h 26.1% and Shiga toxin inh -5.1.
`Cc1cc(C)c2oc(C(=O)N(Cc3ccccc3)c3ccccn3)cc(=O)c2c1` gave Pf growth 48h 11.7µM*, CHX counter 1.0, Sm TGR inh 12.1%, FBPA Giardia inh -11.6%, Pf growth 96h inconclusive and Shiga toxin inh 7.1.
`CCOC(=O)C1CCN(C/C=C/c2ccccc2[N+](=O)[O-])CC1` gave Pf growth 48h 1.1%, CHX counter -2.0, Sm TGR inh -23.0%, FBPA Giardia inh -28.3%, Pf growth 96h 226.9%[activator] and Shiga toxin inh 4.2.
Screening COc1ccc(CC(=O)N(Cc2cc3cc(OC)ccc3[nH]c2=O)C(C)C)cc1 returned Pf growth 48h inconclusive, CHX counter -0.5, Sm TGR inh inconclusive, FBPA Giardia inh -0.9% and Shiga toxin inh -8.3.
Screening Cc1nc([N+](=O)[O-])cn1Cc1cccc2ccccc12 returned Pf growth 48h 10.4µM*, CHX counter 1.2, Sm TGR inh 0.0%, FBPA Giardia inh 0.7%, Pf growth 96h 21.3% and Shiga toxin inh -13.8.
Screening NC(=O)c1cc(-c2ccccc2)sc1NC(=O)CN1CCCCC1 returned Pf growth 48h -2.2%, CHX counter 11.5*, Sm TGR inh -18.0%, FBPA Giardia inh -4.2%, Pf growth 96h inconclusive and Shiga toxin inh 35.7.
For Cc1cc(C)c(S(=O)(=O)c2ccccc2C)c(N(C)C)n1 the results were Pf growth 48h inconclusive, CHX counter -2.7, Sm TGR inh 13.3%, FBPA Giardia inh -5.6%, Pf growth 96h inconclusive and Shiga toxin inh 12.5.
Screening O=C(O)CCCC(=O)NCCc1ccncc1 returned Pf growth 48h -3.9%, CHX counter -1.7, Sm TGR inh 0.0%, FBPA Giardia inh -0.8%, Pf growth 96h -16.9% and Shiga toxin inh 2.0.
COc1ccc(NC(=O)CN(C)C(=O)Cc2ccc(S(=O)(=O)N3CCOCC3)s2)cc1 was read as Pf growth 48h inconclusive, Sm TGR inh -22.4% and Pf growth 96h 0.1%.
For O=C(c1nc2n(n1)C(c1ccc(Cl)cc1)C=C(c1ccccc1)N2)N1CCOCC1 (stereo unspecified) the results were Pf growth 48h 4.15µM*, CHX counter 1.1, Sm TGR inh 10µM*, FBPA Giardia inh -7.9%, Pf growth 96h 4.2% and Shiga toxin inh -7.5.
For Cc1nonc1CC(=O)NC1CC(C)(C)Cc2c1cnn2-c1ccc(F)cc1 (stereo unspecified) the results were Pf growth 48h -1.3%, CHX counter 13.5*, Sm TGR inh 0.0%, Pf growth 96h inconclusive and Shiga toxin inh 32.7*.
For CCN(C(=O)CSc1nc(N)cc(=O)[nH]1)c1c(N)n(Cc2ccccc2)c(=O)[nH]c1=O the results were Pf growth 48h inconclusive, Sm TGR inh 3.4% and Pf growth 96h 24.7%.
C[C@H](O)[C@H](O)[C@H]1CNc2nc(N)[nH]c(=O)c2N1 was read as Pf growth 48h -2.4%, Sm TGR inh inconclusive and Pf growth 96h -9.9%.
Screening Cc1occc1C(=O)N/N=C/c1sc(N2CCOCC2)nc1-c1ccccc1 returned Pf growth 48h inconclusive, CHX counter 2.0, Sm TGR inh inconclusive, FBPA Giardia inh -4.1%, Pf growth 96h inconclusive and Shiga toxin inh 7.4.
CCOc1ccc(CC(=O)NC2CCN(Cc3ccccc3)CC2)cc1 was read as Pf growth 48h 1.1%, CHX counter 4.3, Sm TGR inh -1.7%, FBPA Giardia inh 11.8% and Pf growth 96h inconclusive.
O=C(N/N=C/c1c[nH]c2ccc(Br)cc12)c1ccncc1 was read as Pf growth 48h 9.7%, CHX counter -3.3, Sm TGR inh 1.3%, FBPA Giardia inh -6.3%, Pf growth 96h 53.2%[activator] and Shiga toxin inh -8.6.
For COC(=O)c1ccc(COc2ccc(C)c(C)c2)o1 the results were Pf growth 48h -16.0%[0.00184 µM], CHX counter 26.7*, Sm TGR inh 2.9%, FBPA Giardia inh -4.1%, Pf growth 96h -19.8% and Shiga toxin inh 97.8*.
For CCOc1ccc(OCC)c(NC(=O)CCNS(=O)(=O)c2cc(Br)cnc2N)c1 the results were Pf growth 48h -1.1%, CHX counter -2.5, Sm TGR inh -0.2%, FBPA Giardia inh -5.0%, Pf growth 96h inconclusive and Shiga toxin inh 23.5.
`CC(C)[C@H](NC(=O)OCc1ccccc1)C(=O)OCC(=O)NC1(C#N)CCCC1` gave Pf growth 48h 6.3%, CHX counter 9.1, Sm TGR inh 13.3%, FBPA Giardia inh 0.9%, Pf growth 96h -23.0% and Shiga toxin inh -0.8.
For O=C(c1ccccc1)N1CCC(c2nc(-c3ccc(S(=O)(=O)NCC4CCCO4)cc3)no2)CC1 (stereo unspecified) the results were Pf growth 48h -19.7%, CHX counter 8.9, Sm TGR inh -0.8%, FBPA Giardia inh 5.5% and Shiga toxin inh -15.7.
For O=c1cc(O)c(-c2cccc(Cl)c2)c(Cl)[nH]1 the results were CHX counter 12.9, Sm TGR inh -3.9%, FBPA Giardia inh 6.8%, Pf growth 96h 9.5% and Shiga toxin inh -8.4.
CCOc1cc(NC(=O)Nc2ccccc2)c(OCC)cc1NC(=O)CC was read as Pf growth 48h -1.2%, CHX counter -3.2, Sm TGR inh -0.8%, FBPA Giardia inh -5.6%, Pf growth 96h inconclusive and Shiga toxin inh -9.1.
For O=C(Nc1ccccc1N1CCCC1)c1cccnc1 the results were Pf growth 48h 9.5%, CHX counter -2.6, Sm TGR inh -15.1%, FBPA Giardia inh 3.4% and Shiga toxin inh 11.5.
Screening O=C(NC(=S)Nc1ccc(Cc2ccncc2)cc1)c1ccccc1Cl returned Pf growth 48h -13.9%, CHX counter -0.2, Sm TGR inh -13.5%, FBPA Giardia inh -1.1%, Pf growth 96h 133.6%[activator] and Shiga toxin inh -7.4.
Screening CSc1ccccc1NC(=O)COC(=O)c1ccccc1Cc1ccccc1 returned Pf growth 48h inconclusive, CHX counter -0.2, Sm TGR inh 0.5%, FBPA Giardia inh -1.0%, Pf growth 96h inconclusive and Shiga toxin inh 22.8.
O=C(NCc1ccc2c(c1)OCO2)c1ccc(N2C(=O)C3CCCCC3C2=O)cc1 (stereo unspecified) was read as Pf growth 48h 3.4%, CHX counter 0.2, Sm TGR inh -7.2%, FBPA Giardia inh 7.3% and Shiga toxin inh -4.2.
`Cc1ccc(OCCn2c(=O)cnc3ccccc32)cc1` gave Pf growth 48h inconclusive, CHX counter 5.8, Sm TGR inh 0.5%, FBPA Giardia inh -4.8%, Pf growth 96h inconclusive and Shiga toxin inh 11.6.
Screening COc1ccc(NS(=O)(=O)c2cccc(N/C(=N\S(=O)(=O)c3ccccc3)c3ccc(F)cc3)c2)cc1 returned Pf growth 48h inconclusive, CHX counter -6.7, Sm TGR inh -4.6%, FBPA Giardia inh -1.7%, Pf growth 96h inconclusive and Shiga toxin inh -10.6.
Cc1cc(C)n2nc(SC(C)C(=O)Nc3ccc(Cl)cn3)nc2n1 (stereo unspecified) was read as Pf growth 48h 20.0%, CHX counter -3.8, Sm TGR inh -3.0%, FBPA Giardia inh -1.4%, Pf growth 96h 64.7%[activator] and Shiga toxin inh 18.1.
`O=C(NCC(=O)N1CCOCC1)c1ccc(Br)cc1` gave Pf growth 48h 27.5%, CHX counter 10.2, Sm TGR inh -2.4%, Pf growth 96h -0.9% and Shiga toxin inh 20.0.
For CCCCOc1ccc(C(=O)N2CCNC(=O)C2CC(=O)OC(C)C)cc1 (stereo unspecified) the results were Pf growth 48h 0.0%, CHX counter -1.3, Sm TGR inh 0.0%, FBPA Giardia inh -3.3%, Pf growth 96h inconclusive and Shiga toxin inh -4.5.
`Cc1ccc(NC(=O)c2cc3c(s2)CCCC3)cc1` gave Pf growth 48h 206.8%[activator], CHX counter 54.0*, Sm TGR inh -2.3%, FBPA Giardia inh -16.8%, Pf growth 96h 195.7%[activator] and Shiga toxin inh 103.6*.
For CCCOc1ccc(CNC(=O)c2ccc3nc(N4CCOCC4)sc3c2)cc1 the results were Pf growth 48h -16.8%, CHX counter 1.9, Sm TGR inh 8.6%, FBPA Giardia inh 21.3%, Pf growth 96h 8.2% and Shiga toxin inh -1.7.
For Cc1ccc(CNC(=O)C2(S(=O)(=O)c3ccc(C)cc3)CC2)cc1 the results were Pf growth 48h -0.2%, CHX counter -3.2, Sm TGR inh -3.8%, FBPA Giardia inh 5.7%, Pf growth 96h 4.8% and Shiga toxin inh 19.8.
`O=C(COC(=O)c1cccc(S(=O)(=O)N2CCCCCC2)c1)Nc1ccccc1` gave Pf growth 48h inconclusive, Sm TGR inh 3.2% and Pf growth 96h 11.8%.
`CC(=O)N1c2ccc(S(=O)(=O)NCCC(=O)Nc3cccc(Cl)c3)cc2CC1C` (stereo unspecified) gave Pf growth 48h -26.3%, CHX counter -1.5, Sm TGR inh -5.6%, FBPA Giardia inh 6.9%, Pf growth 96h 1.5% and Shiga toxin inh -9.2.
For COc1cc(S(=O)(=O)N2CCN(Cc3ccc4c(c3)OCO4)CC2)c(C)cc1C the results were Pf growth 48h 10.9%, CHX counter -6.4, Sm TGR inh -6.3%, FBPA Giardia inh -0.1%, Pf growth 96h inconclusive and Shiga toxin inh -8.5.
O=C(CCn1c(=O)c2ccccc2n(CC(=O)NCCC2=CCCCC2)c1=O)NCc1ccco1 was read as Pf growth 48h -24.9%, CHX counter -1.7, Sm TGR inh inconclusive, FBPA Giardia inh 5.4%, Pf growth 96h 0.0% and Shiga toxin inh 7.1.
